Screening data as filed in PubChem BioAssay.
EZH2 inh: inhibitors of human EZH2/PRC2 methyltransferase | PRC2 H3K27 methylation, DELFIA TRF, 1 h | inhibition, % at 12.5 µM | 0.35% of 57,000 active | AID 651548;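 active = mean inhibition of replicates at least 50% and every single replicate also reaching 50%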;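 note: dimethyl H3K27 on biotinylated H3 21-44 peptide detected by antibody; plate controls were median neutral control wells for no effect and median positive control wells for full effect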
Target sequence (Q15910 whole entry, looked up): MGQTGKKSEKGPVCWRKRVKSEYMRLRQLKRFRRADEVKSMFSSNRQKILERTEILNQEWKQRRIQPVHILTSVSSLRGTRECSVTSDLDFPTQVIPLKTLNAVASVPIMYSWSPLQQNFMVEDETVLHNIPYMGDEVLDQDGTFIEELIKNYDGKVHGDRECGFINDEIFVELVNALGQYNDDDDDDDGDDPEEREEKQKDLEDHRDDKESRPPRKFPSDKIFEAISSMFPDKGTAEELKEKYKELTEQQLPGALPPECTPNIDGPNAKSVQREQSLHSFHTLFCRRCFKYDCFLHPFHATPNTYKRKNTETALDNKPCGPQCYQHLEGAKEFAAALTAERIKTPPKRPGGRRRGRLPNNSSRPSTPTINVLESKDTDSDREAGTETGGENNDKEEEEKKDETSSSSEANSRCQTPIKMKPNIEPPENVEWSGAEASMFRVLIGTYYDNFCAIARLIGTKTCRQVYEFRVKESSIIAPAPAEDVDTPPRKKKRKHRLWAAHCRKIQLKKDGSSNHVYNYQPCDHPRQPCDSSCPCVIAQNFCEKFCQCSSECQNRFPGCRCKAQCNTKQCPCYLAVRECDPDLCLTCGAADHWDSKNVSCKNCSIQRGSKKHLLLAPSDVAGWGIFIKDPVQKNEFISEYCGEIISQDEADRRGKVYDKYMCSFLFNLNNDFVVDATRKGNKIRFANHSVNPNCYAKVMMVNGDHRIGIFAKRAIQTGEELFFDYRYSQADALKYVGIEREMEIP
IDH1 mut inh: inhibitors of human IDH1 R132H; 0.18% of 70,000 active; O75874; inhibition, % at 10 µM; AID 624101; IDH1 R132H reductase, diaphorase/resazurin fluorescence, 60 min; in the data active = inhibition above about 34%;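 note: 0% = DMSO and 100% = no enzyme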
The depositor's hits bear a star; . = not tested or not shown.

smiles	EZH2 inh	IDH1 mut inh
O=C(CCCCCCC(=O)Nc1ccccc1O)N/N=C/c1ccc(O)cc1O	-34	.
COc1ccc(C#Cc2cnc3c(c2)C(=O)N([C@H](C)CO)C[C@H](C)[C@@H](CN(C)CC2CCCC2)O3)cc1	-8	-0.3
COc1ccc(NC(=O)Nc2ccc3c(c2)CC(=O)N([C@@H](C)CO)C[C@H](C)[C@@H](CN(C)C(=O)Nc2ccccc2)O3)cc1	.	1.1
C[C@H]1CN([C@@H](C)CO)C(=O)c2cc(C3=CCCC3)cnc2O[C@H]1CN(C)C(=O)c1ccc(F)cc1	.	0.2
C[C@@H]1CCCCO[C@H](CN(C)C(=O)Nc2ccccc2)[C@@H](C)CN([C@H](C)CO)C(=O)c2cc(NC(=O)Nc3ccccc3)ccc2O1	.	-0.2
C[C@@H]1CN([C@@H](C)CO)C(=O)Cc2cc(NC(=O)Nc3ccc(F)cc3)ccc2O[C@@H]1CN(C)Cc1ccc(Cl)c(Cl)c1	.	0.6
Cc1cccc(OCC(=O)Nc2ccc(C(=O)Nc3ccccc3C(=O)O)cc2)c1	16	0.3
C[C@@H]1CN([C@@H](C)CO)C(=O)Cc2cc(NC(=O)C3CC3)ccc2O[C@H]1CN(C)S(=O)(=O)c1ccc(Cl)cc1	1	0.3
C[C@H]1CN([C@@H](C)CO)C(=O)Cc2cc(NC(=O)Nc3ccc4c(c3)OCO4)ccc2O[C@@H]1CN(C)S(=O)(=O)c1ccc(Cl)cc1	.	0.7
O=C(C[C@H]1CC[C@@H](NC(=O)c2ccccc2)[C@@H](CO)O1)NCc1ccc(Oc2ccccc2)cc1	-10	-0.3
COc1ccc(NC(=O)Nc2ccc3c(c2)CC(=O)N([C@H](C)CO)C[C@H](C)[C@@H](CN(C)S(C)(=O)=O)O3)cc1	.	0.2
C[C@@H]1CN([C@H](C)CO)C(=O)c2cc(N(C)C)ccc2O[C@@H]1CN(C)S(C)(=O)=O	-9	-1.8
C[C@@H]1CN([C@@H](C)CO)C(=O)Cc2cc(NS(=O)(=O)c3ccc(F)cc3)ccc2O[C@H]1CN(C)S(=O)(=O)c1ccccc1	.	1.5
COCC(=O)N[C@@H]1CC[C@@H](CC(=O)NCc2ccccc2OC)O[C@H]1CO	13	0.3
C[C@@H]1CN([C@@H](C)CO)S(=O)(=O)c2ccc(-c3cccnc3)cc2O[C@@H]1CN(C)C(=O)C1CCCCC1	-17	.
CNC[C@@H]1OCCCC[C@H](C)Oc2ccc(NC(=O)Nc3ccc(C(F)(F)F)cc3)cc2C(=O)N([C@H](C)CO)C[C@H]1C	-49	0.8
Oc1ccc(Br)cc1CNc1nc2ccccc2[nH]1	9	-1.2
C[C@H]1CCCCO[C@@H](CN(C)CC2CCCCC2)[C@@H](C)CN([C@@H](C)CO)C(=O)c2cc(NC(=O)Nc3ccc(F)cc3)ccc2O1	.	0.0
CCC(=O)N(C)C[C@H]1Oc2ncc(C3=CCCC3)cc2C(=O)N([C@H](C)CO)C[C@@H]1C	.	0.6
COc1ccccc1C(=O)N(Cc1nc(-c2cccc(C)c2)no1)C(C)C	11	0.1
CCO[C@@H]1OC(C(=O)N2CCOCC2)=C[C@H](C)[C@H]1CCCO	-2	.
C[C@@H]1CN([C@@H](C)CO)C(=O)c2cccc(NC(=O)c3cnccn3)c2O[C@@H]1CN(C)CC1CCCCC1	-10	0.8
O=C(Nc1ccccc1)C1=C[C@H](c2ccc(Br)cc2)C[C@H](OCc2ccc(CO)cc2)O1	21	.
CCNC(=O)C[C@@H]1CC[C@H](NC(=O)C2CCC2)[C@H](CO)O1	0	0.2
CNC[C@@H]1OCCCC[C@H](C)Oc2ccc(N(C)C)cc2C(=O)N([C@H](C)CO)C[C@H]1C	23	2.3
CS(=O)(=O)Nc1ccc2c(c1)[C@H]1C[C@@H](CC(=O)NCC3CC3)O[C@@H](CO)[C@H]1O2	0	-0.4
O=C(N[C@H]1CC[C@@H](CC(=O)N2CCN(c3ccccc3)CC2)O[C@@H]1CO)c1ccncc1	14	0.3
CNC[C@H]1OCc2cnnn2CCCC(=O)N([C@@H](C)CO)C[C@@H]1C	.	2.1
C/C=C/c1cnc2c(c1)C(=O)N([C@@H](C)CO)C[C@@H](C)[C@H](CN(C)Cc1cccc(C(=O)O)c1)O2	0	0.0
COc1ccc(S(=O)(=O)Nc2ccc3c(c2)C(=O)N([C@@H](C)CO)C[C@@H](C)[C@@H](CN(C)Cc2ccccc2)O3)cc1	.	-0.7
C[C@H](NC(=O)C[C@@H]1CC[C@H](NC(=O)C2CCC2)[C@H](CO)O1)c1ccccc1	0	0.0
CC(C)C#Cc1ccc2c(c1)O[C@@H](CN(C)C(=O)Nc1ccccc1)[C@@H](C)CN([C@@H](C)CO)S2(=O)=O	-16	.
O=c1[nH]c(=O)n(C2C[C@H](O)[C@@H](CO)O2)cc1C(F)(F)F (stereo not given in full)	.	0.1
O=C(CSc1nnc(-c2ccc(Cl)cc2)o1)Nc1cc(C(F)(F)F)ccc1Cl	-8	0.8
C[C@H](CO)N1C[C@H](C)[C@H](CN(C)Cc2ccncc2)Oc2ccc(NS(=O)(=O)c3cccs3)cc2C1=O	.	0.4
C[C@H](CO)N1C[C@H](C)[C@@H](CN(C)S(=O)(=O)c2ccccc2)OCc2cnnn2CCCC1=O	1	.
C[C@@H]1CN([C@H](C)CO)S(=O)(=O)c2ccc(C3=CCCCC3)cc2O[C@H]1CN(C)C(=O)CN(C)C	-40	-3.4
O=C(Cn1cnc2ccccc2c1=O)Nc1ccc(F)cc1F	-10	0.5
Cc1nc(S(=O)(=O)N2CCN(Cc3ccc(OCCO)cc3)CC2)cn1C	-3	-0.2
CNC[C@H]1Oc2cc(C#Cc3ccccc3)ccc2S(=O)(=O)N([C@@H](C)CO)C[C@@H]1C	-22	4.9
O=C(C[C@@H]1C=C[C@@H](NC(=O)Nc2cc(F)ccc2F)[C@@H](CO)O1)NCc1ccccn1	-2	-0.1
CC(=O)N(C)C[C@@H]1Oc2cc(-c3cccc(C#N)c3)ccc2S(=O)(=O)N([C@@H](C)CO)C[C@H]1C	.	-0.1
COc1ccc(OCCNc2c([N+](=O)[O-])c(=O)oc3ccccc23)cc1	6	0.5
COCC(=O)N1C[C@@H](C)[C@@H](OC)CN(C)C(=O)c2ccc(NC(=O)C3CCC3)cc2OC[C@@H]1C	2	0.0
Cc1ccc(S(=O)(=O)Nc2ccc3c(c2)C(=O)N([C@H](C)CO)C[C@H](C)[C@H](CN(C)Cc2ccc(C(F)(F)F)cc2)O3)cc1	.	-1.9
C[C@@H]1CCCCO[C@H](CN(C)Cc2ccccc2)[C@H](C)CN([C@H](C)CO)C(=O)c2cc(NC(=O)NC3CCCCC3)ccc2O1	.	1.6
COc1ccc(NC(=O)Nc2ccc3c(c2)CC(=O)N([C@H](C)CO)C[C@@H](C)[C@@H](CN(C)Cc2ccccc2)O3)cc1	-11	.
Cc1noc(C)c1NC(=O)N(C)C[C@H]1Oc2ccc(N(C)C)cc2CC(=O)N([C@H](C)CO)C[C@H]1C	9	3.4
O=C(NO)c1ccc(C(=O)N/N=C/c2cc(O)ccc2[N+](=O)[O-])cc1	-7	-0.2
CNC[C@H]1Oc2cc(C#CCC3CCCC3)ccc2S(=O)(=O)N([C@H](C)CO)C[C@H]1C	-42	0.1

Further entries follow:
smiles	EZH2 inh	IDH1 mut inh
C[C@@H]1CCCCO[C@H](CN(C)Cc2ccc(C(=O)O)cc2)[C@H](C)CN([C@H](C)CO)C(=O)c2cc(NC(=O)Nc3ccc(F)cc3)ccc2O1	.	3.5
O=C(C1=C[C@H](c2csc3ccccc23)C[C@H](OCCCCO)O1)N1CCOCC1	5	.
CC(C)(C)c1ccc(C(=O)Nc2ccc(NC(=O)COc3ccc([N+](=O)[O-])cc3)cc2)cc1	2	0.6
COC(=O)c1ccccc1NC(=O)CN(c1ccc(I)cc1)S(C)(=O)=O	7	0.1
CC(C)C#Cc1ccc2c(c1)O[C@@H](CN(C)C(=O)c1ccccc1)[C@H](C)CN([C@@H](C)CO)S2(=O)=O	.	-0.5
O=C(CN1CCOCC1)N[C@H]1CC[C@@H](CCn2cc(C3CCCCC3)nn2)O[C@H]1CO	0	0.1
O=C(CSc1nnc(-c2ccncc2)n1-c1ccc(F)cc1)c1ccc(Cl)cc1	-7	0.0
O=C(Cc1ccccc1)N[C@@H]1CC[C@@H](CC(=O)N2CCCCC2)O[C@@H]1CO	4	0.1
C/C=C/c1cccc(-c2nc(C(=O)NCc3ccccn3)cc3c2[C@H](CCO)N([S@@](=O)C(C)(C)C)C3)c1	-5	0.3
CO[C@H]1CN(C)C(=O)c2cc(NC(=O)c3ccccc3)ccc2OC[C@H](C)NC[C@H]1C	2	0.3
CCCC#Cc1ccc2c(c1)O[C@H](CN(C)C(=O)Nc1ccccc1F)[C@H](C)CN([C@H](C)CO)S2(=O)=O	-4	.
C[C@H]1CN([C@@H](C)CO)C(=O)c2cc(C#CC3CC3)cnc2O[C@H]1CN(C)C(=O)CC1CC1	-13	1.7
COc1ccc(S(=O)(=O)N(C)C[C@@H]2OCCCC[C@@H](C)Oc3ccc(NC(=O)C4CCCCC4)cc3C(=O)N([C@@H](C)CO)C[C@@H]2C)cc1	.	1.1
C/C=C(/C)C(=O)OC1C(OC(C)=O)c2c(ccc3ccc(=O)oc23)OC1(C)C (stereo not given)	.	2.6
C[C@@H]1CN([C@H](C)CO)C(=O)Cc2cc(NC(=O)CCC(F)(F)F)ccc2O[C@H]1CN(C)Cc1ccccc1	-9	-0.1
CC(C)NC(=O)N(C)C[C@H]1Oc2ccc(NC(=O)Nc3ccc4c(c3)OCO4)cc2C(=O)N([C@H](C)CO)C[C@@H]1C	.	1.2
C[C@H]1CN([C@@H](C)CO)S(=O)(=O)c2ccc(C3=CCCCC3)cc2O[C@H]1CN(C)S(C)(=O)=O	1	-14
C[C@@H]1CN([C@H](C)CO)S(=O)(=O)c2ccc(C#CCN(C)C)cc2O[C@H]1CN(C)C(=O)C1CCCCC1	-1	.
C[C@@H]1CN([C@H](C)CO)C(=O)c2cc(/C=C/c3ccccc3)cnc2O[C@@H]1CN(C)C(=O)c1cccnc1	.	0.8
COc1ccc(NC(=O)N(C)C[C@H]2OCCCC[C@@H](C)Oc3ccc(NS(=O)(=O)c4ccc(F)cc4)cc3C(=O)N([C@@H](C)CO)C[C@@H]2C)cc1	.	2.4

Retrieved one by one from the list above:
smiles	EZH2 inh	IDH1 mut inh
O=C(C[C@H]1CC[C@@H](NC(=O)c2ccccc2)[C@@H](CO)O1)NCc1ccc(Oc2ccccc2)cc1	-10	-0.3
C[C@@H]1CN([C@@H](C)CO)S(=O)(=O)c2ccc(-c3cccnc3)cc2O[C@@H]1CN(C)C(=O)C1CCCCC1	-17	.

New compounds follow.
smiles	EZH2 inh	IDH1 mut inh
CC(=O)Nc1ccc(NC(=O)CN(c2ccccc2Br)S(C)(=O)=O)cc1	1	-0.2
CSc1cccc(NC(=O)C(C)NS(=O)(=O)c2ccccc2)c1 (stereo not given)	5	0.0
CO[C@H]1CN(C)C(=O)c2ccc(NS(=O)(=O)c3ccccc3)cc2OC[C@H](C)N(C(=O)NC(C)C)C[C@@H]1C	3	0.2
CCCC(=O)Nc1ccc2c(c1)OC[C@@H](C)N(Cc1nccs1)C[C@@H](C)[C@H](OC)CN(C)C2=O	2	-0.2
C[C@H]1CN([C@@H](C)CO)C(=O)c2cc(NC(=O)C3CC3)ccc2O[C@@H]1CN(C)S(=O)(=O)c1ccc(F)cc1	10	.
CO[C@H]1CN(C)C(=O)c2cc(NC(=O)Nc3ccccc3F)ccc2OC[C@@H](C)NC[C@H]1C	7	-0.2
C[C@H](CO)N1C[C@H](C)[C@@H](CN(C)Cc2ccc(Cl)c(Cl)c2)Oc2ccc(NC(=O)Nc3ccccc3)cc2C1=O	.	2.9
C[C@H]1CN([C@@H](C)CO)C(=O)Cc2cc(NC(=O)CCCN(C)C)ccc2O[C@@H]1CN(C)C(=O)Nc1ccc2c(c1)OCO2	-3	0.2
Cc1noc(C)c1NC(=O)Nc1ccc2c(c1)C(=O)N([C@H](C)CO)C[C@@H](C)[C@H](CN(C)C(=O)Nc1ccc(C(F)(F)F)cc1)O2	.	0.3
C[C@@H]1CN([C@@H](C)CO)C(=O)c2cc(NS(=O)(=O)c3ccccc3)ccc2O[C@@H]1CN(C)Cc1ccncc1	-1	4.9
C[C@H]1CN([C@@H](C)CO)C(=O)CCCn2cc(nn2)CO[C@@H]1CN(C)C(=O)c1ccc(N2CCN(C)CC2)cc1	4	-0.3
Cc1ccc(S(=O)(=O)N(C)CC(=O)Nc2cc(Cl)ccc2Oc2ccccc2)cc1	20	0.7
CC(C)CC#Cc1ccc2c(c1)O[C@H](CN(C)C)[C@H](C)CN([C@@H](C)CO)S2(=O)=O	-4	-1.1
C[C@@H]1CN([C@H](C)CO)C(=O)c2cc(NC(=O)Cn3cnnn3)ccc2O[C@@H]1CN(C)Cc1ccc(C(=O)Nc2ccccc2N)cc1	-43	.

Laid out differently: 4 of the compounds above
Results follow in this order: EZH2 inh | IDH1 mut inh
C[C@@H]1CN([C@@H](C)CO)C(=O)Cc2cc(NC(=O)Nc3ccc(F)cc3)ccc2O[C@@H]1CN(C)Cc1ccc(Cl)c(Cl)c1
 : . | 0.6
O=C(N[C@H]1CC[C@@H](CC(=O)N2CCN(c3ccccc3)CC2)O[C@@H]1CO)c1ccncc1
 : 14 | 0.3
CSc1cccc(NC(=O)C(C)NS(=O)(=O)c2ccccc2)c1 (stereo not given)
 : 5 | 0.0
Cc1noc(C)c1NC(=O)N(C)C[C@H]1Oc2ccc(N(C)C)cc2CC(=O)N([C@H](C)CO)C[C@H]1C
 : 9 | 3.4

Only part of the results is shown; rates above refer to the full screens.
